Screening data as filed in PubChem BioAssay.
14-3-3 PPI: modulators of human 14-3-3 gamma - Raf peptide interaction; inhibition, % at 40 µM; actives 0.19% (n = 160,000); P61981; FP, 14-3-3gamma / TMR-pS259-Raf peptide binding; in the data active = inhibition above about 30%;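 note: 0% = protein plus tracer without compound and 100% = blank with tracer alone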
Target sequence (P61981 whole entry, looked up): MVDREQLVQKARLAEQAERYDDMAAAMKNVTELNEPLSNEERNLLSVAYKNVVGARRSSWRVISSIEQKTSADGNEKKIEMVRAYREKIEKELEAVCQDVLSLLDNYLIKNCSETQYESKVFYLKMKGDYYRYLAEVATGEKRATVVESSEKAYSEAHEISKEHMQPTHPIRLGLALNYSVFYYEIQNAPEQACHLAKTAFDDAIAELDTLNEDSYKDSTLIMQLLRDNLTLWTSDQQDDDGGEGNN
* hit, by the source's call; & = joins results of further samples.

cpd	smiles	14-3-3 PPI
1	O=C(NCCSc1c[nH]c2ccccc12)c1ccccc1[N+](=O)[O-]	1
2	N#CC(C(=O)NC1CCCCC1)c1nc2ccccc2nc1N1CCN(c2ccccc2F)CC1 (centres undefined)	-7
3	Cc1cc(Nc2ccc(I)cc2)n2ncnc2n1	-1
4	NC(=O)c1ccsc1NC(=O)c1cccs1	-30
5	COc1ccc(NC(=O)c2ccc(-c3cccc(Cl)c3C)o2)cc1OC	-8
6	CCCc1ccc(Oc2c(C(F)(F)F)oc3c(C)c(OC(C)=O)ccc3c2=O)cc1	-1
7	CCOC(=O)N1CCC(Nc2ncnc3c2cnn3-c2ccccc2)CC1	-2
8	O=C1CNC(=S)N1c1cccc(C(F)(F)F)c1	-6
9	CCOC(=O)C1=C(C)NC2=C(C(=O)CC(C)(C)C2)C1c1cccc2ccccc12 (centres undefined)	-8
10	Cc1nc2c(C(=O)NCc3ccccc3Cl)cnn2c(C)c1Cc1cccc(Cl)c1	-24
11	CCOC(=O)c1cnn(-c2sc(C(=O)OCC)c(C)c2C(=O)OCC)c1N	-11
12	O=C(O)CCN1C(=O)C(=O)/C(=C(/O)c2ccccc2)C1c1ccc(Cl)cc1 (centres undefined)	1
13	COC(=O)c1ccc(C(=O)Nc2nc3ccc4nc(SC)sc4c3s2)cc1	-16
14	Cc1ccc2cc(CN(CCN3CCCC3)C(=O)Nc3ccccc3)c(=O)[nH]c2c1C	0
15	Cc1ccc(-n2nc(C(=O)O)cc2-c2ccccc2)cc1	2
16	CC(C)C(Br)C1=NS(=O)(=O)c2ccccc2N1 (centres undefined)	-7
17	CCc1nnc(NC(=O)c2nc3nccc(C)n3n2)s1	-3
18	Oc1ccc2ccccc2c1C=Nc1cccn2cc(-c3ccccc3)nc12	93*
19	COc1cccc(N=c2oc3c(C)ncc(CO)c3cc2C(=O)Nc2cccc(C(F)(F)F)c2)c1	-3
20	CSc1ccc(-c2nc3ccccn3c2NC2CCCCC2)cc1	-23
21	O=C(OCc1nc2ccccc2s1)c1ccc(F)cc1	-10
22	Cc1ccc(C)c(-c2csc(NC(=O)c3ccc(S(=O)(=O)N(C)C)cc3)n2)c1	2
23	Cc1ccc(S(=O)(=O)NC(CC(=O)N2CCc3ccccc32)c2ccco2)cc1 (centres undefined)	1&4
24	COc1ccc(C2CC(C(F)(F)F)n3ncc(C(=O)Nc4sc5c(c4C#N)CCC(C)C5)c3N2)cc1OC (centres undefined)	-3
25	COc1ccc(OC)c2c1sc(=NC(=O)c1ccco1)n2C	-10
26	Cc1ccc(CN2C(=O)c3ccccc3C2C(=O)NC2CCC(C)CC2)cc1 (centres undefined)	3
27	O=c1[nH]c2ccc(S(=O)(=O)Nc3ccc4c(c3)OCCO4)cc2[nH]c1=O	-15
28	Cc1ccc(S(=O)(=O)Nc2sc3c(c2C(=O)O)CCCC3)cc1	4
29	O=C(O)CCCN1C(=O)C(=O)/C(=C(/O)c2ccccc2)C1c1ccc(Cl)cc1 (centres undefined)	2
30	O=C(CCNc1ccccc1)c1ccc2c(c1)OCO2	-1
31	Cc1nc2ncccn2c1-c1csc(NCc2ccco2)n1	-6
32	Cc1c(Cl)c(C(F)(F)F)nn1CC(=O)Nc1cccc2ccccc12	-14
33	O=C(CSc1nc(-c2ccco2)cc(C(F)(F)F)n1)Nc1cccnc1	-5
34	O=C(NCCCc1ccccc1)N1c2ccccc2Sc2ccccc21	-114
35	COc1cc(C2/C(=C(\O)c3ccc(C)cc3)C(=O)C(=O)N2c2cccnc2)ccc1O (centres undefined)	0
36	CCSc1nc2ccccc2n1CC(=O)O	-9
37	Cc1ccc(-c2ccc(SCC(=O)Nc3nonc3C)nn2)cc1	-4
38	Cc1nnc(Sc2cc(C(=O)N3CCOCC3)c3ccccc3n2)s1	-7
39	CCOC(=O)C1CCCN(c2c(N3CCC(N4CCCCC4)CC3)c(=O)c2=O)C1 (centres undefined)	2
40	Cc1ccccc1OCCN1CCNC1=S	-2
41	Cc1ccc(NC(=O)CCS(=O)(=O)c2cc(Br)cc3c2N(C(=O)C2CC2)CC3)cc1F	-10
42	O=C(CCN1C(=O)COc2ccccc21)NC1CC1	-3
43	COc1ccc(NC(=O)C2C3NC(=S)N(c4ccccc4)C2(C)Oc2ccc(OC)cc23)cc1 (centres undefined)	1
44	O=S(=O)(c1ccc(-c2csc(Nc3ccc(F)cc3)n2)cc1)N1CCOCC1	2
45	Cc1ccc(Nc2cc(C)nc3ncnn23)c(Cl)c1	-3
46	O=C(CSc1nc2ccccc2c(=O)n1-c1ccc(F)cc1)NCc1ccccc1	-3
47	O=C(CCCCn1c(=O)[nH]c2ccccc2c1=O)N1CCc2ccccc2C1	1
48	O=C(CSc1ccc2nnc(-c3ccncc3)n2n1)Nc1ccc2c(c1)OCO2	-5
49	Cc1cc(C)c2c(c1)-c1cc(C)nn1C(c1ccc3c(c1)OCO3)N2 (centres undefined)	-8
50	CCOCCCn1c(=N)c(C(=O)NC2CCCC2)cc2c(=O)n3cccc(C)c3nc21	-81
51	COc1ccc(C)cc1NC(=O)C1CCN(S(=O)(=O)c2ccc(Br)s2)CC1	-39
52	O=S(=O)(NCCCCNS(=O)(=O)c1cccc2cccnc12)c1cccc2cccnc12	-4
53	Cc1oc(-c2ccccc2)[n+]([O-])c1C	0
54	CCC(=O)N1CCN(c2ccccc2NC(=O)Cc2ccc(Cl)cc2)CC1	-13
55	Cc1ccc2c(c1)C(c1ccc(F)cc1)N(C(=O)c1ccc(OC(C)C)cc1)CC(=O)N2 (centres undefined)	-1
56	CCS(=O)(=O)N1CCC(C(=O)NCc2ccccn2)CC1	0&2
57	CC(=O)c1ccc(Sc2ccccn2)c([N+](=O)[O-])c1	0
58	CC1(C)CC2CC(C)(CN2S(=O)(=O)c2ccc(C(=O)Nc3nc(-c4nc5ccccc5s4)cs3)cc2)C1 (centres undefined)	-5
59	CC(C)c1cc(=O)n2c([nH]c3ccccc32)c1C#N	-2
60	O=C(Nc1ccc(Cl)c(-c2nc3ccccc3o2)c1)c1ccco1	-152

Entries above that bear a hit mark in 14-3-3 PPI.
cpd	smiles	14-3-3 PPI
18	Oc1ccc2ccccc2c1C=Nc1cccn2cc(-c3ccccc3)nc12	93*

Other structures
cpd	smiles	14-3-3 PPI
61	CCCCOC(=O)Nc1ccc(OC)cc1S(=O)(=O)N1CCOCC1	1
62	CC(C)COC(=O)c1cc(-c2ccc(Br)cc2)nc2ccccc12	-6
63	CCCn1c(CNC(C)=O)nc2ccccc21	5
64	Cc1ccccc1-n1c(=O)c2ccccc2n2nnnc12	1
65	COc1cc(C=C2N=C(SC)SC2=O)cc(OC)c1OC	-227
66	Cc1ccc(C(=O)Nc2ccc(-c3nc4ccc(C)cc4s3)cc2)cc1	10
67	CCOC(=O)c1c(N2C(=N)SCC2=O)sc2c1CCCC2	-55
68	O=C(NCc1ccc2c(c1)OCO2)c1ccc(S(=O)(=O)NCC2CCCO2)cc1 (centres undefined)	0
69	COc1ccccc1N1CC(C(=O)OC(C)C(=O)N2CCCc3ccccc32)CC1=O (centres undefined)	0
70	COP(=O)(OC)C(Nc1cccc2ccccc12)c1ccc(Br)cc1 (centres undefined)	-7
71	CCS(=O)(=O)NCCc1ccc(OC)c(OC)c1	6
72	Cn1cc(C(=O)NC2CCCCCC2)c(=O)c2cc(S(=O)(=O)N3CCCC3)ccc21	-5&-8
73	Cc1ccc(C(=O)c2sc3nc4c(c(-c5ccco5)c3c2N)CCC4)cc1	-134
74	COC(=O)c1ccccc1NC(=O)C1CCN(S(=O)(=O)c2ccccc2)CC1	4
75	COc1ccc(CC(=O)OCC(=O)NC(=O)NC2CCCCC2)cc1	5
76	Cc1c(NC(=O)Nc2ccc(F)cc2)c(=O)n(-c2ccccc2)n1C	4
77	CC(=O)c1c(C)oc2ccc(NS(=O)(=O)c3cccs3)cc12	-2
78	CCOC(=O)C1CCCN(C(=O)c2sc3nc(C)nc(N4CCOCC4)c3c2C)C1 (centres undefined)	2
79	COc1ccc(OC)c(C(=O)COC(=O)CNC(=O)C2CCCCC2)c1	-8
80	COc1ccc2cc3cc(C(=O)N(Cc4cccs4)C4CCCC4)oc3nc2c1	12
81	Cc1ccc(OCC(O)CN2C(=O)c3ccccc3C2=O)cc1 (centres undefined)	2
82	Cc1ccc(NC(=O)C2CC(=O)OC23CCCCC3)cc1 (centres undefined)	-2
83	COc1ccc(S(=O)(=O)N2CCN(C34CC5CC(CC(C5)C3)C4)CC2)c2ccccc12	3
84	Nc1ccc(Oc2ccc3c(c2)C(=O)N(CCO)C3=O)cc1	6
85	CC(C(=O)NC1CCCCCC1)N(c1ccccc1)S(C)(=O)=O (centres undefined)	-4
86	COc1ccc(NC(=O)c2ccco2)cc1NC(=O)c1ccco1	-5
87	O=S(=O)(c1ccccc1)N1N=C(c2ccccc2)CC1c1ccc(Cl)cc1 (centres undefined)	-300
88	CC(=O)c1ccc(NC(=O)c2cc([N+](=O)[O-])ccc2Cl)cc1	-6
89	COc1cc(NC(=O)c2ccc(F)cc2)cc(-n2cnnn2)c1	-8
90	Cc1ccc(C(=O)COC(=O)c2ccc3c(c2)C(=O)N(c2ccc(F)cc2)C3=O)cc1[N+](=O)[O-]	-1
91	O=C(CSc1cn(Cc2ccc(F)cc2)c2ccccc12)N1CCCc2ccccc21	7
92	COc1cc(NC(=O)C(C)Oc2ccccc2)cc(OC)c1 (centres undefined)	0
93	CCOc1ccc(S(=O)(=O)N2CCN(C34CC5CC(CC(C5)C3)C4)CC2)c2ccccc12	-3
94	Cc1cccc(N2CCN(C(=O)CCCn3c(=O)[nH]c4ccc(Br)cc4c3=O)CC2C)c1 (centres undefined)	-1
95	Cc1c2cnn(CC(=O)N3CCN(c4ncccn4)CC3)c(=O)c2c(C)n1Cc1ccc(F)cc1	5
96	Cc1ccc(N2COc3ccc(Br)cc3C2)c(C)c1	-5
97	COC(=O)c1ccn(C(=O)c2ccc(Cl)cc2)n1	-6&-8
98	CC1CCCN(S(=O)(=O)c2ccc(C3CCCCC3)cc2)C1 (centres undefined)	-7
99	C=CCOC(=O)C1=C(C)N=C2SCCC(=O)N2C1c1cccc(Cl)c1 (centres undefined)	-1
100	CCOC(=O)c1c(C)n(C)c2c1cc(OC(=O)c1ccccc1F)c1ccccc12	5
101	CCSc1nnc2c(n1)OC(c1ccc(OC)cc1OC)N(C(C)=O)c1ccccc1-2 (centres undefined)	1
102	COC(=O)C1=CN(C2CC2)C=C(C(=O)OC)C1c1ccc(F)cc1	1
103	CCOc1ccc(C(=O)Nc2cccc(-c3nc4ccccc4o3)c2)cc1[N+](=O)[O-]	-46
104	O=S1(=O)N=C(Nc2nc(-c3ccccc3)cs2)c2ccccc21	-11
105	CCOC(=O)c1nc(S(C)(=O)=O)ncc1Cl	0

Four compounds already listed, sorted by the number in 14-3-3 PPI, largest number first.
nr	SMILES	14-3-3 PPI
92	COc1cc(NC(=O)C(C)Oc2ccccc2)cc(OC)c1 (centres undefined)	0
99	C=CCOC(=O)C1=C(C)N=C2SCCC(=O)N2C1c1cccc(Cl)c1 (centres undefined)	-1
96	Cc1ccc(N2COc3ccc(Br)cc3C2)c(C)c1	-5
104	O=S1(=O)N=C(Nc2nc(-c3ccccc3)cs2)c2ccccc21	-11

Remaining list, next part.
cpd	smiles	14-3-3 PPI
106	O=C(c1cccs1)N1CCC(c2nc3c(nnn3Cc3ccccc3)c(=O)[nH]2)CC1	8
107	CCOC(=O)NC1(C(F)(F)F)C(=O)N(Cc2ccccn2)C2=C1C(=O)CC(C)(C)C2 (centres undefined)	-7
108	CCCOc1ccc(N/C(N)=N/c2nc(C)cc(C)n2)cc1	-12
109	O=S(=O)(Cc1ccccc1Cl)N1CCN(Cc2ccc3c(c2)OCO3)CC1	-10
110	CCOc1ccc(C2C3=C(CCCC3=O)Nc3nc(SCc4ccccc4F)[nH]c(=O)c32)cc1 (centres undefined)	-6
111	Cc1cc(OCC(=O)Nc2ccccc2C(C)C)ccc1Cl	-25
112	CSc1nc2c(sc3ccc([N+](=O)[O-])cc32)c(=O)n1Cc1ccco1	0
113	Cn1c2c(c(=O)n(C)c1=O)C(c1cccc(Br)c1)C1C(=O)c3ccccc3C1=N2 (centres undefined)	-33
114	COc1c(N2CCNC(C)C2)c(F)cc2c(=O)c(C(=O)O)cn(C3CC3)c12 (centres undefined)	-2
115	O=C(Nc1ccc(-c2nc3ncccc3o2)cc1)c1ccco1	-8
116	Cc1sc(C)c(CNc2ccccc2)c1CNc1ccccc1	1
117	COc1ccc2cc3cc(C(=O)NCCc4ccc(OC)c(OC)c4)oc3nc2c1	2&14
118	COC(=O)c1ccc2c(=O)n(Cc3ccccn3)c(=S)[nH]c2c1	-5
119	CCOC(=O)Cc1csc(NC(NC(=O)CC)(C(F)(F)F)C(F)(F)F)n1	-18
120	NC(=O)C1CCN(C2CC(=O)N(c3ccc(Br)cc3)C2=O)CC1 (centres undefined)	-11
121	COC1CCCCC1Nc1cccc(SC)c1 (centres undefined)	6
122	CC(CCc1ccccc1)NC(=O)C1CCN(S(=O)(=O)N2CCOCC2)CC1 (centres undefined)	-3
123	CCCC(=O)Oc1ccc(NS(=O)(=O)c2ccc(C)cc2)c2ccccc12	-16

Shown with each value named: three of the compounds above
117: COc1ccc2cc3cc(C(=O)NCCc4ccc(OC)c(OC)c4)oc3nc2c1
  14-3-3 PPI = 2&14
118: COC(=O)c1ccc2c(=O)n(Cc3ccccn3)c(=S)[nH]c2c1
  14-3-3 PPI = -5
119: CCOC(=O)Cc1csc(NC(NC(=O)CC)(C(F)(F)F)C(F)(F)F)n1
  14-3-3 PPI = -18

The list is partial; count on the stated rates, not on these rows.
